DT40 TDP1 no CPT = qHTS for Inhibitors of human tyrosyl-DNA phosphodiesterase 1 (TDP1): qHTS in cells in absence of CPT | DT40 Tdp1-/- hTDP1 cells, no CPT, ATP luminescence, 48 h | Potency, µM (doses to about 46.2 µM), without a hit: top-dose activity change, negative = growth inhibition, actives largely listed as inhibitors | 15% of 420,000 active | AID 686978, 2013; also: nearly all actives have a fitted effect of over 55% in size
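No-CPT arm: Tdp1-/-;hTDP1 DT40 cells (400/well) plus compounds, incubated ≥48 hr at 37 °C. Readout CellTiter-Glo luminescence.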
DT40 TDP1 CPT = qHTS for Inhibitors of human tyrosyl-DNA phosphodiesterase 1 (TDP1): qHTS in cells in presence of CPT. Potency, µM (titrated, usually from 46.2 µM), inactives show top-dose activity change, negative = growth inhibition, actives largely listed as inhibitors. chicken DT40 Tdp1-/-;hTDP1 cells + 20 nM CPT, ATP luminescence, 48 h. 12% of 420,000 active. AID 686979, 2013; also: nearly all actives have a fitted effect of over 55% in size
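Cell growth measured by CellTiter-Glo luminescence after a minimum 48 h, 37 C compound exposure with 20 nM CPT in Tdp1-knockout DT40 cells stably expressing hTDP1, seeded 400/well; qHTS titration format.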
TDP1 inh = qHTS Assay for Inhibitors of Tyrosyl-DNA Phosphodiesterase (TDP1). Potency, µM (titrated, usually from 130 µM), for inactives: top-dose activity change, negative = inhibition, usual class: inhibitors. AID 485290, 2010. 0.28% of 350,000 active. recombinant TDP1, AlphaScreen DNA substrate cleavage. Tyrosyl-DNA phosphodiesterase 1 (Homo sapiens), Q9NUW8; also: nearly all actives have a fitted effect of over 40% in size
Target sequence (Q9NUW8 whole entry, looked up): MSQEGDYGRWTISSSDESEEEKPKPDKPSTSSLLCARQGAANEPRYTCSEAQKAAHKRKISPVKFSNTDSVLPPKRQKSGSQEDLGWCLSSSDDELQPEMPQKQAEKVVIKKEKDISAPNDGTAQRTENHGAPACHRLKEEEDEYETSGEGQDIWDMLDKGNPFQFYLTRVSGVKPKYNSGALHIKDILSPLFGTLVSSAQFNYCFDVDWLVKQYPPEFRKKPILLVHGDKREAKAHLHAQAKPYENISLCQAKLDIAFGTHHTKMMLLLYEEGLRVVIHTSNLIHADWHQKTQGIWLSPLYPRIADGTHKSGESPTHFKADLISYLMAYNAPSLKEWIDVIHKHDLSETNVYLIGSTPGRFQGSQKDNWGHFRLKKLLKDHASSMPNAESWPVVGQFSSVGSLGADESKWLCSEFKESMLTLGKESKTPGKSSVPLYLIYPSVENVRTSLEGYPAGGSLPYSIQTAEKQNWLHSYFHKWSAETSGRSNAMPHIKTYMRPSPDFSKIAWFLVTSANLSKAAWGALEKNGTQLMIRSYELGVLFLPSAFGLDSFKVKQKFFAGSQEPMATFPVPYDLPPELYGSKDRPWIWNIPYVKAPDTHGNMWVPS
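Tdp1 1 nM final; 15 min RT w/ cpd; substrate 15 nM, 5 min; beads 10 ug/ml, 10 min; AlphaScreen read. Neg ctrl: no enzyme.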
An asterisk follows results filed as active; ? = inconclusive; . = not tested or not shown; & = joins results of further samples; [ ] = dose if it differs, or a comment. Calls follow the shape of the dose curve; as a rule, active = well fitted curve in the direction sought with a large enough effect; inconclusive = small, poorly fitted or top-dose-only effect, or another doubt; inactive = no such curve, though single readings can be large; an effect the other way counts as inactive or inconclusive. % is scaled to controls: 0 for no effect and ±100 for the full control effect; potency is read from the fitted curve at half-maximal effect.

Start of the data: the first 14 records, to show the layout:
SMILES	DT40 TDP1 no CPT	DT40 TDP1 CPT	TDP1 inh
COc1cc(/C=C(\NC(=O)c2ccccc2)C(=O)NCC(=O)O)c([N+](=O)[O-])cc1OC	7%	-16%	-3%
COCCCN1C(=O)C(CC(=O)NCCc2ccccn2)CC(C(=O)N2CCOCC2)=C1C (configuration not stated)	-1%	3%	.
CCOc1ccc2nc(NC(=O)CSc3nnnn3C3CCCCC3)sc2c1	?	?	2%
O=C(O)c1ccc2c(c1)C(=O)N(c1cc([N+](=O)[O-])ccn1)C2=O	19%	-6%	.
O=C1COc2ccc(C(=O)/C=C/c3ccccc3)cc2N1	5.2µM*	5.2µM*	0%
COc1ccccc1CNC(=O)c1c[nH]c2ccc(S(=O)(=O)Nc3cc(C)cc(C)c3)cc2c1=O	21µM*	?	0%
COCC(=O)N(CCN(C)C)Cc1cc2cc3c(cc2nc1Cl)OCO3	14%	0%	5%
CCCCNC(=O)C1(C)CCCCN1C(=O)c1ccc2c(c1)CCO2 (configuration not stated)	-25%	-19%	.
CN(C)c1cccc2cccc(N(C)C)c12	-12%	-2%	1%
CCN(CC(=O)Nc1c(F)cccc1F)C(=O)c1ccccn1	28%	9%	2%
CC(C)=CC/C=C1\CCC(C(=O)O)C(C(=O)O)C1 (configuration not stated)	0.029µM*	?	7%
CC12CCC(=O)N1C(C(=O)NCCN1C(=O)S/C(=C\c3ccc(OC(F)F)cc3)C1=O)CS2 (configuration not stated)	?	?	.
CC(NC(=O)c1ccc(F)cc1)c1ccc(F)cc1 (configuration not stated)	12%	14%	3%
Cc1ccc(CN(C(=O)c2ccc([N+](=O)[O-])cc2)c2ccccn2)cc1	?	?	7%

Results, from the first entry:
SMILES	DT40 TDP1 no CPT	DT40 TDP1 CPT	TDP1 inh
COc1cc(/C=C(\NC(=O)c2ccccc2)C(=O)NCC(=O)O)c([N+](=O)[O-])cc1OC	7%	-16%	-3%
COCCCN1C(=O)C(CC(=O)NCCc2ccccn2)CC(C(=O)N2CCOCC2)=C1C (configuration not stated)	-1%	3%	.
CCOc1ccc2nc(NC(=O)CSc3nnnn3C3CCCCC3)sc2c1	?	?	2%
O=C(O)c1ccc2c(c1)C(=O)N(c1cc([N+](=O)[O-])ccn1)C2=O	19%	-6%	.
O=C1COc2ccc(C(=O)/C=C/c3ccccc3)cc2N1	5.2µM*	5.2µM*	0%
COc1ccccc1CNC(=O)c1c[nH]c2ccc(S(=O)(=O)Nc3cc(C)cc(C)c3)cc2c1=O	21µM*	?	0%
COCC(=O)N(CCN(C)C)Cc1cc2cc3c(cc2nc1Cl)OCO3	14%	0%	5%
CCCCNC(=O)C1(C)CCCCN1C(=O)c1ccc2c(c1)CCO2 (configuration not stated)	-25%	-19%	.
CN(C)c1cccc2cccc(N(C)C)c12	-12%	-2%	1%
CCN(CC(=O)Nc1c(F)cccc1F)C(=O)c1ccccn1	28%	9%	2%
CC(C)=CC/C=C1\CCC(C(=O)O)C(C(=O)O)C1 (configuration not stated)	0.029µM*	?	7%
CC12CCC(=O)N1C(C(=O)NCCN1C(=O)S/C(=C\c3ccc(OC(F)F)cc3)C1=O)CS2 (configuration not stated)	?	?	.
CC(NC(=O)c1ccc(F)cc1)c1ccc(F)cc1 (configuration not stated)	12%	14%	3%
Cc1ccc(CN(C(=O)c2ccc([N+](=O)[O-])cc2)c2ccccn2)cc1	?	?	7%
O=C(NC1(C(F)(F)F)N=C(c2ccccc2)NC1=O)c1ccc(Cl)cc1Cl (configuration not stated)	?	?	4%
COCC(=O)Nc1cc(C(=O)N2CC3CCC2C3)c2c(c1)nc(-c1ccncc1)n2C (configuration not stated)	-4%	9%[9.04 µM]	.
COCC(C)n1c(C)cc(C(=O)COc2ccc(S(=O)(=O)N3CCOCC3)cc2Cl)c1C (configuration not stated)	?	21µM*	12%
COc1ccc(-c2nc(SCC(=O)Nc3ccc4c(c3)OCO4)c(-c3ccc(OC)cc3)[nH]2)cc1	-27%	-19%	-4%[12.3 µM]
O=C(Nc1ccc(NC(=O)c2ccc(S(=O)(=O)c3ccccc3)cc2)cc1)c1ccccc1	7%	1%	3%
C[C@@H]1CN([C@H](C)CO)C(=O)c2cc(Br)cnc2O[C@@H]1CN(C)C(=O)NC1CCCC1	-1%	0%	.
Cc1cc(C)cc(CC(=O)N2CCC2(C)C(=O)NS(=O)(=O)c2ccccc2C)c1 (configuration not stated)	-1%	6%	.
Cc1ccc(OCCN2CCNCC2)c([N+](=O)[O-])c1	10%	-6%	-8%
COc1cc(/C=C(/C(=O)O)c2ccc(-c3ccccc3)cc2)cc(OC)c1OC	?	?	1%
COc1ccccc1CNC(=O)C(=O)NCC(c1cccs1)S(=O)(=O)c1cccs1 (configuration not stated)	?	-7%	0%
O=C(c1ccc(S(=O)(=O)N2CCCCCC2)cc1)N(c1ccccn1)C1CCCCC1	?	?	3%
COc1ccc(C)cc1NC(=O)Nc1cccc(C(=O)O)c1	-9%	-24%	1%
COC(=O)C1=C(C)OC(N)=C(C#N)C1c1cc(OC)ccc1OC (configuration not stated)	-30%	-19%	-2%
COc1ccc(C(=O)NCC(=O)OCC(=O)NC2CCCCCC2)cc1	-3%	-13%	0%
Cc1ccc(-c2csc(C(C)(O)c3cccc(F)c3)n2)cc1C (configuration not stated)	?	?	.
CCCc1cc(=O)oc2c(C)c(OCC(=O)NCc3ccccn3)ccc12	-6%	-15%	2%
CSCC[C@H](NC(=O)OC(C)(C)C)c1nnc(SCc2cccc(F)c2)o1	?	?	4%
COc1ccc(N2CC(NC(=O)c3ccc(Br)o3)CC2=O)cc1 (configuration not stated)	-22%	-17%	3%
COc1ccc(-c2nc(CS(=O)CC(=O)NCc3ccc(F)cc3)c(C)o2)cc1OC (configuration not stated)	?	?	-3%
Cc1ccc(C)c(C(=O)COc2ncnc3ccccc23)c1	?	18µM*	0%
Cc1ccc(CCNC(=O)CC(C)CC2=NS(=O)(=O)c3ccccc3N2)cc1 (configuration not stated)	10%	-26%	3%
COC(=O)c1cc2sccc2n1Cc1nc(-c2ccc(Cl)cc2)oc1C	-15%&-13%	-13%&-13%	-3%&2%
CCN(CC)CCN(C(=O)c1ccc2c(c1)CCCC2)c1nc2c(OC)cccc2s1	?	?	.
COc1cc(/C=N/NC(=O)CSc2ccccn2)ccc1OC(C)C	-16%	16%	6%
CCCn1nc2cc(C(=O)NCCc3ccc(C)cc3)ccc2c1OCC	1%	-2%	2%
Clc1ccccc1-c1nnc(-c2ccccc2CNc2ccc(Br)cc2)o1	?	?	2%
CCCCCCCCCCCCC/C=C\[C@@H](O)[C@H](CO)NC(C)=O	?	15%	10%
CCc1ccc2c(c1)c(=O)c(C(=O)c1ccc(C)cc1)cn2CC(=O)Nc1ccccc1C	-2%	2%	4%
COc1ccc(C(=O)NCCCN2CCN(CCCNC(=O)c3ccc(OC)c(OC)c3)CC2)cc1OC	-20%	23%	1%
COc1cccc(/C=C/C(=O)OCC(=O)N2CCCC2)c1OC	19%	-10%	-2%
O=C(Nc1ccnn1C1CCN(CC2CC=CCC2)CC1)c1ccccc1 (configuration not stated)	-16%	-7%	.

Reprinted from the part before: 2 compounds, then new ones.
SMILES	DT40 TDP1 no CPT	DT40 TDP1 CPT	TDP1 inh
COc1cccc(/C=C/C(=O)OCC(=O)N2CCCC2)c1OC	19%	-10%	-2%
O=C(Nc1ccnn1C1CCN(CC2CC=CCC2)CC1)c1ccccc1 (configuration not stated)	-16%	-7%	.
CNc1c(N)c(=O)oc2ccccc12	-15%	-5%	5%
CC(C)Oc1ccc(S(=O)(=O)N2CCOCC2)cc1NC(=O)c1nn(C)c(=O)c2ccccc12	?	?	.
CCN(CC)CCn1c2c(c(SCC(=O)Nc3ccc4c(c3)OCCO4)nc1=O)CCCC2	?	?	1%
O=c1c(CN2CCN(Cc3ccccc3F)C(CCO)C2)coc2ccccc12 (configuration not stated)	-5%	2%	.
Cc1ccc2c(c1)c1ncnc(N3CCN(c4ccccc4)CC3)c1n2C	?	21µM*	-2%
c1cn(CCCNC2=NCCCCC2)cn1	-3%	4%	6%
COC(=O)c1ccc(NC(=O)CN(Cc2ccc(Cl)cc2)S(C)(=O)=O)cc1	-28%	?	-1%
COc1ccc(S(=O)(=O)N2Cc3ccccc3CC2C(=O)Nc2ccc(C)cc2C)cc1OC (configuration not stated)	?	?	3%
C[C@@H]1CN([C@@H](C)CO)C(=O)c2cccc(NS(C)(=O)=O)c2O[C@H]1CN(C)Cc1ccc(C(=O)O)cc1	-3%	0%	1%
O=C(NCNC(=O)c1ccccc1)c1ccccc1	2%	-4%	1%
Cc1ccc(OCC(=O)Nc2ccc(-c3nc4ncccc4o3)cc2)cc1	-28%	-11%	9%
COc1ccc(C(=O)N2CCOCC2c2cc(C(=O)NCc3ccccc3)no2)cc1 (configuration not stated)	-8%	-6%	.
COC(=O)c1c(N=CN(C)C)c(C#N)c2n1CCCC2	3%	-3%	0%
O=C(Nn1c(-c2ccc(Br)cc2)nc2ccccc2c1=O)c1cccnc1	23µM*	?	-1%
O=C(CN(Cc1ccccc1)C(=O)CCC(=O)Nc1ccccn1)NCc1ccco1	?	6%	-4%
CCCCCCCNC(=O)C1(CC2CC(c3ccccc3)=NO2)CCNCC1 (configuration not stated)	16µM*	?	.
O=C(CCNS(=O)(=O)c1ccc(Br)s1)NCc1ccccc1	-12%	-4%	1%
COc1cc(CC(=O)Nc2ccc(S(=O)(=O)Nc3ncccn3)cc2)cc(OC)c1OC	0%	-22%	7%
O=C(CSc1nccc(=O)[nH]1)Nc1ccc(F)c([N+](=O)[O-])c1	?	1%	1%
Cc1ccccc1-c1nc(CS(=O)(=O)CC(=O)NC2CCCC2)c(C)o1	-20%	3%	6%
O=C(NN1C(=O)C2C3c4ccccc4C(c4ccccc43)[C@@H]2C1=O)c1ccccc1 (some centres not stated)	-23%	-13%	3%
CCOc1ccc(NC(=O)Cn2c(=O)oc3cc(S(=O)(=O)N4CCCCCC4)ccc32)cc1	21µM*	21µM*	4%
CCN1C(=O)N[C@@H](c2cccc(C(F)(F)F)c2)[C@H](C(=O)OC)[C@H]1C	-10%	-9%	10%[12.3 µM]
COc1ccccc1NC(=O)NNC(=O)c1ccc2ccccc2c1	-1%	-4%	1%
CC(=O)N=C1SC2CS(=O)(=O)CC2N1c1c(Cl)cccc1Cl (configuration not stated)	?	7%	1%
COC(=O)c1ccc(C(=O)OC)c(NC(=S)N2CC(C)CC(C)C2)c1 (configuration not stated)	-24%	-20%	3%
Cc1nn(C)c(C(=O)NCc2ccc(Cl)cc2)c1Cl	4.1µM*	4.1µM*	1%
CCC(=O)N1CCN(c2ccc(NC(=O)c3ccc([N+](=O)[O-])o3)cc2)CC1	21µM*	4.6µM*	0%
O=C(CN1CCN(c2ccc(Cl)cc2[N+](=O)[O-])CC1)N1CCOCC1	-16%	9%	8%
CCCCn1c(N)c(Sc2ccc([N+](=O)[O-])cc2)c(=O)[nH]c1=O	?	-5%	8%
COc1cc(OC)cc(C(=O)N2CCN(c3ccccn3)CC2)c1	12%	6%	.
CCc1nnc(NC(=O)C2CCCN(S(=O)(=O)c3ccc(OC)cc3)C2)s1 (configuration not stated)	?	-30%	-3%
O=C(C(=O)N(C1CCCCC1)C1CCCCC1)c1ccccc1	7.3µM*	10µM*	.
C=C(C)CNC(=S)NNC(=O)c1ccncc1	-26%	2%	-3%
Cc1ccc(CS(=O)(=O)c2cn(CC(=O)N3CCOCC3)c3ccccc23)cc1	9%	9%	0%
O=C(/C=C/c1ccc(Br)cc1)c1ccco1	16µM*	7.3µM*	4%
Cc1oc(-c2cccs2)nc1CSCC(=O)NC1CC1	-6%	3%	1%
c1ccc(-c2csc(Nc3ccc4c(c3)OCCO4)n2)cc1	?	15µM*	5%
CN(C)CCCNC(=O)CCc1ncc(C(F)(F)F)cc1Cl	-11%	6%	-8%
COc1ccc2c(C)c(Cc3ccccc3)c(=O)oc2c1OC	?	?	-2%
O=C(c1cccc(F)c1)N1CCC[C@@]2(CCN(c3ncccn3)C2)C1	-4%	3%	.
CC(=O)Nc1ccc(-c2ccc(NC(C)=O)cc2)cc1	15%	3%	-2%
Cc1ccccc1C(=O)Nc1nc2n(n1)C(c1ccccc1)CC(=O)N2 (configuration not stated)	-4%	?	1%

High-throughput results: PubChem, National Center for Advancing Translational Sciences (NCATS)
